FAS TE block: blocks the thioesterase domain of human fatty acid synthase; recombinant FAS-TE, OMFH fluorogenic substrate, fluorescence endpoint; actives 0.67% (n = 360,000); inhibition, % at 15 µM; P49327; AID 602261;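 active = compounds whose normalised, plate-corrected inhibition of enzyme fluorescence in the single-dose primary screen is 50% or more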;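 also: 0% = DMSO with enzyme and 100% = substrate without enzyme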
Rin1 Abl inh: human Rin1-Abl interaction inhibition; P00519+Q13671; TR-FRET Rin1/Abl binding, biochemical; inhibition, % at 7.35 µM; actives 0.4% (n = 360,000); AID 588664; in the data active = inhibition above about 5%, passing the limit was not always enough
E coli Lon inh: E. coli protease La inhibition; actives 0.42% (n = 360,000); inhibition, % at 7.94 µM; purified E. coli Lon protease, fluorescence polarization; in the data active = inhibition above about 13%, passing the limit was not always enough;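 also: 0% = enzyme with probe and DMSO and 100% = no enzyme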
CendR NRP1 mod: alters CendR peptide binding to human NRP-1; O14786; FAM-RPARPAR peptide binding to NRP-1, fluorescence polarization; inhibition, % at 25 µM; actives 0.85% (n = 360,000); AID 602438;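 active = inhibition or corrected inhibition above about 18%, plus a signal ratio from 0.5 to 1.5, limit read from the data, passing the limit was not always enough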; also: strong numbers were not always called active
MsrA act: bovine methionine sulfoxide reductase A activation; purified bovine MsrA, absorbance read-out; activation, % at 10.6 µM; actives 0.3% (n = 360,000); AID 602163; in the data active = activation above about 7.5%;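 also: 0% = vehicle and 100% = reference activator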
Neddylation inh: inhibitors of human cullin neddylation. P61081+Q13564. TR-FRET cullin neddylation, biochemical. calls only at 25 µM. actives 0.58% (n = 360,000). AID 651699; in the data active = inhibition above about 36%
Target sequence (P61081 whole entry, looked up): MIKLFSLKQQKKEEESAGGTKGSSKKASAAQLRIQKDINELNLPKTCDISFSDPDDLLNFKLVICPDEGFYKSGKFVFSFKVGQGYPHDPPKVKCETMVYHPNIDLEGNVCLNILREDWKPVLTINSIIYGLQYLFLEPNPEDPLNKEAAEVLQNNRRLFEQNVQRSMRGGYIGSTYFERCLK
Target sequence (Q13564 whole entry, looked up): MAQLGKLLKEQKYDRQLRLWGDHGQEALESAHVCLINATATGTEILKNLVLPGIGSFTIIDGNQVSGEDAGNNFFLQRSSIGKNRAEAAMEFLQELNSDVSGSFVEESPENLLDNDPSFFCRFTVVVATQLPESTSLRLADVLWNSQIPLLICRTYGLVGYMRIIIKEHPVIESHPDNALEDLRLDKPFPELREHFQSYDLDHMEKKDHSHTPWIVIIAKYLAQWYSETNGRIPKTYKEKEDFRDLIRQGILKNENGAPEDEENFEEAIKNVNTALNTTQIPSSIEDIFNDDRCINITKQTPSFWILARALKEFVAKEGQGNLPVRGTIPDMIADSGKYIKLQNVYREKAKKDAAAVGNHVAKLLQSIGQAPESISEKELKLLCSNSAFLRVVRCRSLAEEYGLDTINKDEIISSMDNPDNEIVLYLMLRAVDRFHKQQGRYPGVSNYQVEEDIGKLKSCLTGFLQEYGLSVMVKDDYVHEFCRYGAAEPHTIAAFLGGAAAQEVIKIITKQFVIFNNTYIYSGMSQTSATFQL
SKN-1 inh: inhibitors of C. elegans SKN-1; C. elegans VP596 Pgst-4::GFP/RFP ratio, acrylamide-induced, 24 h; inhibition, % at 21.8 µM; actives 0.49% (n = 360,000);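 active = interference check ratio from 0.5 to 1.5 plus GFP to RFP signal ratio inhibition reaching or exceeding a fixed threshold, cut at about 30% in these data, passing the limit was not always enough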; also: some compounds called inactive have numbers as strong as hits
MsrA inh: inhibitors of bovine MsrA; purified bovine MsrA, absorbance read-out; inhibition, % at 15.5 µM; actives 0.75% (n = 360,000); AID 651718; in the data active = inhibition above about 4.5%;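 also: 0% = vehicle wells with enzyme and 100% = reference inhibitor wells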
MT1-MMP act inh: blocks activation of human MT1-MMP; actives 0.061% (n = 360,000); AID 651647; GFP/RFP ratio change, % at 20 µM; HT1080 RFP-PRO-GFP cells, GFP/RFP ratio fluorescence, overnight; percent of plate control window, DMSO zero; P50281;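 active = GFP/RFP ratio change of at least 30% with cell ATP level not reduced by more than half and red fluorescence within 50% of control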; also: strong numbers were not always called active
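Read-out: GFP/RFP fluorescence ratio; Test system: RFP-PRO-GFP reporter HT1080 cells; Compound dosing: single-point 20 µM compound, 1% DMSO; Times: overnight compound exposure at 37 °C.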
Active calls of the source: *; i = inactive; . = no result given.

item	molecule	FAS TE block	Rin1 Abl inh	E coli Lon inh	CendR NRP1 mod	MsrA act
1	COc1ccc(C(=O)C2CCCN(C(=O)Cn3nc(C)nc3C)C2)cc1F (stereo not drawn)	-12	2	6	-7	-4
2	CC(=O)c1c(C)[nH]c(C(=O)OCC(=O)c2ccc3c(c2)NC(=O)CO3)c1C	-13	-3	-10	-23	-2
3	CCOC(=O)C1=CC[C@H]2c3c(c4ccccc4n3C)C(=O)C1N2C(=O)OC(C)(C)C	63*	-1	-1	-6	-2
4	CCOC(=O)CC1=C(C#N)C(c2cccnc2)C(C(=O)OCC)=C(N)O1 (stereo not drawn)	0	2	4	6	-3
5	CCN(CC)S(=O)(=O)c1ccc(NC(=O)CSc2ncnc3ccccc23)cc1	11	-1	-5	-6	-4
6	O=C(NCc1ccc(Cl)cc1Cl)Nc1nc([C@@H]2O[C@H](CO)[C@@H](O)[C@H](O)[C@H]2O)cs1	-3	1	1	-9	-1
7	COc1ccc(C2C(C(=O)N3CCN(c4ccccn4)CC3)CC(=O)N2c2ccc(OC)cc2)cc1 (stereo not drawn)	0	6	-7	2	2
8	COC(=O)c1ccc(COC(=O)CCNS(=O)(=O)c2ccc(C)c(C)c2)cc1	14	0	4	8	1
9	CCOC(=O)C1=C(c2ccccc2)NC(=O)NC1c1cc(OC)c(O)c([N+](=O)[O-])c1 (stereo not drawn)	-1	-5	-2	2	-3
10	O=Cc1[nH]c2ccccc2c1N(C(=O)CCl)c1ccc([N+](=O)[O-])cc1	10	0	-5	-9	-1
11	CCCCc1ccc(NC(=S)N2CCCC(C)C2)cc1 (stereo not drawn)	13	8	2	2	1
12	CCOc1ccc(Cn2cc(F)c(=O)[nH]c2=O)cc1	-7	0	-9	13	-2
13	O=C(COC(=O)C1=Cc2ccccc2OC1)NCc1ccc(F)cc1	-9	-1	31*	44	-6
14	COc1ccc(C(=O)N2CCOC2CNC(=O)C(=O)NCc2ccccn2)cc1 (stereo not drawn)	-3	2	3	7	0
15	CCCCC1(CC(=O)OCC)SCCN1C(N)=O (stereo not drawn)	-6	2	9	8	-7

item	Neddylation inh	SKN-1 inh	MsrA inh	MT1-MMP act inh
1	i	20	-2.3	1
2	i	15	-1.0	8
3	i	23	-0.1	1
4	i	19	-1.1	-9
5	i	5	1.6	2
6	i	6	-0.5	-2
7	i	1	-0.7	4
8	i	10	1.2	1
9	i	14	0.9	4
10	i	-2	4.2	-2
11	i	12	0.6	4
12	i	0	-0.3	6
13	i	-17	.	-34
14	i	1	-0.5	-1
15	i	-8	0.3	-3

Three of the entries above in order of their number in MsrA act, smallest number first.
item	Compound	MsrA act
1	COc1ccc(C(=O)C2CCCN(C(=O)Cn3nc(C)nc3C)C2)cc1F (stereo not drawn)	-4
9	CCOC(=O)C1=C(c2ccccc2)NC(=O)NC1c1cc(OC)c(O)c([N+](=O)[O-])c1 (stereo not drawn)	-3
2	CC(=O)c1c(C)[nH]c(C(=O)OCC(=O)c2ccc3c(c2)NC(=O)CO3)c1C	-2

More structures
item	molecule	FAS TE block	Rin1 Abl inh	E coli Lon inh	CendR NRP1 mod	MsrA act
16	Cc1cccc(C)c1NC(=S)N(CCCN1CCOCC1)Cc1cccnc1	-5	0	3	-5	-1
17	O=C(c1ccccn1)N1CCN(S(=O)(=O)c2ccccc2)CC1	-6	1	-3	24*	-2
18	Cc1ccc(NC(=O)c2nc[nH]c2C(=O)NCCCCNC(=O)c2[nH]cnc2C(=O)Nc2ccc(C)cc2)cc1	12	0	2	10	-3
19	Cn1ncc(N2CCN(C(=O)c3ccc(Cl)cc3)CC2)c(Cl)c1=O	0	0	3	-5	-2
20	CC1(Oc2ccc3ccccc3c2)CCN(Cc2cccn2-c2nccs2)C1 (stereo not drawn)	17	-10	-7	8	-4
21	COC(=O)Nc1sc2nc(C)cc(C)c2c1-n1cccc1	0	-1	-6	6	-3
22	COC(=O)c1ccc(Cn2nc([N+](=O)[O-])c(Br)c2C)cc1	20	0	-1	3	-2
23	COc1cccc(NC(C)(C)c2nnnn2-c2c(C)cccc2C)c1	14	4	-6	8	0
24	C=CCOC(=O)C1=C(C)NC(SCC(=O)Nc2nccs2)=C(C#N)C1c1cccs1 (stereo not drawn)	14	1	-1	4	1
25	CC(C)Oc1ccc(CC2CCC(=O)N(C)C2=O)cc1 (stereo not drawn)	-7	-1	-5	-4	0
26	CC1(C)C=C2C(=NN(c3ccccc3)C(N)=C2C#N)CO1	-7	-3	6	13	-2
27	CN1C(CC(=O)Nc2ccc(Br)cc2)c2ccccc2CC1(C)C (stereo not drawn)	11	1	-9	6	-3
28	Cc1ccc(C(=O)CCC(=O)N2CCC(C(N)=O)CC2)cc1	-6	1	-7	3	-9
29	CCCCCCCCN1C(=O)[C@H](CC(=O)NCCCN2CCCC2=O)C[C@@]2(C(=O)OC)CC(C)(C)CC=C12	.	.	.	0	.
30	C[C@H]1C(=O)N(C)CCN1C(=O)c1cccc(OC2CCN(CC(C)(C)C)CC2)c1	-3	4	2	23	-13

item	Neddylation inh	SKN-1 inh	MsrA inh	MT1-MMP act inh
16	i	-1	1.8	5
17	i	-4	0.6	2
18	.	-2	0.3	-6
19	i	3	1.8	3
20	i	15	0.7	-4
21	i	7	0.9	8
22	i	-2	0.5	2
23	i	4	-0.2	1
24	i	26	-0.1	-8
25	i	8	0.2	0
26	i	11	2.1	-2
27	i	11	-2.0	5
28	i	-1	-1.0	-3
29	i	-5	-1.4	3
30	i	2	-0.8	5

(list continues)
item	molecule	FAS TE block	Rin1 Abl inh	E coli Lon inh	CendR NRP1 mod	MsrA act
31	CC(NC(=O)c1ccccc1)C(=O)NC1=NCCS1 (stereo not drawn)	-8	2	-3	2	-1
32	CC1CCCN(CCCNC(=O)CN2C(=O)CSc3ccc(S(=O)(=O)N4CCOCC4)cc32)C1 (stereo not drawn)	-6	-3	-12	3	-3
33	Oc1ccc(Nc2nnc(-c3ccc(O)cc3)c3ccccc23)cc1	-6	-5	5	-10	-5
34	C#CCOCCOCCOCCNc1nc(N2CCN(C(=O)[C@H](CCC(=O)O)n3cc(CN)nn3)CC2)nc(N2CCN(C(=O)[C@H](CCC(=O)O)n3cc([C@@H](N)[C@H](C)CC)nn3)CC2)n1	-6	0	0	10	0
35	COc1ccc(NC(=O)N2CCc3ccccc3C2)c(OC)c1	1	-2	-9	-3	-5
36	NC(=O)C1CCCN(C(=O)c2cccc(NC(=O)c3cccs3)c2)C1 (stereo not drawn)	-5	-1	0	13	-4
37	CCOc1cc(S(=O)(=O)N2CCN=C2Cc2ccccc2)ccc1F	6	1	0	16	-7
38	COCCN(Cc1cc2cc3c(cc2nc1Cl)OCO3)C(=O)Nc1ccc(OC)cc1	2	-2	7	-8	-1
39	COC(=O)CCCC(=O)N1CCCC(C(=O)c2ccccc2SC)C1 (stereo not drawn)	-1	-1	4	-9	-6
40	O=C(Nc1ccc2c(c1)OCO2)c1cccc2c1C(=O)N(C1CCCCC1)C2	15	-1	0	2	-2
41	CCn1cnc2scc(-c3ccccc3)c2c1=O	-5	-1	-6	5	-1
42	O=C1C2C3C=CC(C3)C2C(=O)N1c1ccccc1 (stereo not drawn)	-7	-7	2	-17	-2
43	Cc1ccc(/C=N/NC(=O)c2cccc(S(=O)(=O)Nc3ccccc3Cl)c2)o1	-10	-2	-1	-11	-3
44	CN(c1ccccc1)S(=O)(=O)c1cccc(NC(=O)COC(=O)C2CCCCC2)c1	6	-3	-3	9	-6
45	COc1ccc(NS(=O)(=O)c2cccc(NC(=O)c3ccc(Cl)nc3)c2)cc1	20	2	-5	-2	-3

item	Neddylation inh	SKN-1 inh	MsrA inh	MT1-MMP act inh
31	i	11	-0.4	5
32	i	-7	0.8	2
33	i	8	1.7	7
34	i	15	1.3	1
35	i	1	-1.6	1
36	i	9	-1.4	-3
37	i	2	-0.7	0
38	i	-9	-0.9	-5
39	i	7	-0.2	0
40	i	10	-0.5	-2
41	i	18	0.0	3
42	i	-7	0.8	3
43	i	4	3.0	0
44	i	9	0.6	-1
45	i	-5	-0.8	-8

Random excerpt: five records from the list, in no set order.
item	molecule	FAS TE block	Rin1 Abl inh	E coli Lon inh	CendR NRP1 mod	MsrA act
33	Oc1ccc(Nc2nnc(-c3ccc(O)cc3)c3ccccc23)cc1	-6	-5	5	-10	-5
40	O=C(Nc1ccc2c(c1)OCO2)c1cccc2c1C(=O)N(C1CCCCC1)C2	15	-1	0	2	-2
44	CN(c1ccccc1)S(=O)(=O)c1cccc(NC(=O)COC(=O)C2CCCCC2)c1	6	-3	-3	9	-6
38	COCCN(Cc1cc2cc3c(cc2nc1Cl)OCO3)C(=O)Nc1ccc(OC)cc1	2	-2	7	-8	-1
35	COc1ccc(NC(=O)N2CCc3ccccc3C2)c(OC)c1	1	-2	-9	-3	-5

item	Neddylation inh	SKN-1 inh	MsrA inh	MT1-MMP act inh
33	i	8	1.7	7
40	i	10	-0.5	-2
44	i	9	0.6	-1
38	i	-9	-0.9	-5
35	i	1	-1.6	1

Additional records.
item	molecule	FAS TE block	Rin1 Abl inh	E coli Lon inh	CendR NRP1 mod	MsrA act
46	Cc1nnc(SCC2=C(C(=O)O)N3C(=O)C(NC(=O)COc4ccc(F)cc4)C3SC2)s1 (stereo not drawn)	-7	0	-14	-22	3
47	CCOC(=O)C1=C(C)Nc2ccccc2N/C1=N\S(=O)(=O)c1cccc(Cl)c1	-3	0	4	9	-4
48	Cc1cc(Cl)ccc1OCC(=O)Nc1cccc(S(=O)(=O)N2CCCC2)c1	29	-2	-7	3	0
49	Cc1ccc(NC(=O)NCc2ccc3c(c2)OCO3)cc1	-10	-1	3	2	-2
50	CC(C)c1cccc(C(C)C)c1NC(=O)CN1CCCC1	-4	1	4	3	4
51	O=C1C/C(=C\c2c(F)cccc2Cl)N2CCC1CC2	-5	1	-11	5	-1
52	Cn1c(NCc2ccccc2)nc2c1c(=O)n(Cc1ccccc1)c(=O)n2C	2	-5	-1	6	3
53	O=C(OCc1cccc([N+](=O)[O-])c1)c1cccnc1	2	0	-1	8	1
54	CC1CCCC(NC(=O)CSc2ccc(F)cc2)C1C (stereo not drawn)	3	1	5	8	-3

item	Neddylation inh	SKN-1 inh	MsrA inh	MT1-MMP act inh
46	i	12	1.6	-6
47	i	-12	1.9	3
48	i	1	0.6	-2
49	i	10	0.2	7
50	i	7	-0.9	0
51	i	3	-0.7	0
52	i	-5	0.7	6
53	i	0	-0.2	1
54	i	2	-0.5	-1

Compound activity (PubChem)

This is a random part of the collection, and some 4.2% of all compounds hit somewhere here.
